DSG3 Ab inh = inhibitors of pemphigus antibody binding to DSG3, primary screen, biochemical, bead-based, flow cytometry, scFv-GFP | DSG3-coupled beads, scFv-anti-DSG3-GFP binding; active compounds read low | binding (percent of control), % at 10 µM | 0.48% of 310,000 active;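 active = binding more than 3 SD below its plate's average and above zero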;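 also: hits lower antibody fragment binding to DSG3; some compounds called inactive have numbers as strong as hits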
MOR-DOR inv ag = inverse agonists of MOR-DOR heterodimerization, primary screen, cell-based, luminescence; cell-based MOR-DOR heterodimer luminescence, inverse agonism; inhibition, % at 9.3 µM; 0.21% of 340,000 active; in the data active = inhibition above about 22%, passing the limit was not always enough;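 also: 0% = cells with DMSO and 100% = wells without cells with DMSO; values of inactives mirror those of a sister screen read the other way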
Target sequence (P35372 whole entry, looked up): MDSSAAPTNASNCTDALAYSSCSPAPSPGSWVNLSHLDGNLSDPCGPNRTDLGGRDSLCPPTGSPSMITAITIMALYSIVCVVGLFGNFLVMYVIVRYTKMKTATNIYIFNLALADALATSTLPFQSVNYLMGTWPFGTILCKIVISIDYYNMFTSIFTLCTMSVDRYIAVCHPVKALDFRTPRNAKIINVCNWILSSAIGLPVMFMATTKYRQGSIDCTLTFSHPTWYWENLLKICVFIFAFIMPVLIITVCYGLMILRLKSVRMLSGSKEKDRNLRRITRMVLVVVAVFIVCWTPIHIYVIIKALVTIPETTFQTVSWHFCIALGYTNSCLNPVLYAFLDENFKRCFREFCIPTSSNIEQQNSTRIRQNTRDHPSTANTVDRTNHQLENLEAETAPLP
Target sequence (P41143 whole entry, looked up): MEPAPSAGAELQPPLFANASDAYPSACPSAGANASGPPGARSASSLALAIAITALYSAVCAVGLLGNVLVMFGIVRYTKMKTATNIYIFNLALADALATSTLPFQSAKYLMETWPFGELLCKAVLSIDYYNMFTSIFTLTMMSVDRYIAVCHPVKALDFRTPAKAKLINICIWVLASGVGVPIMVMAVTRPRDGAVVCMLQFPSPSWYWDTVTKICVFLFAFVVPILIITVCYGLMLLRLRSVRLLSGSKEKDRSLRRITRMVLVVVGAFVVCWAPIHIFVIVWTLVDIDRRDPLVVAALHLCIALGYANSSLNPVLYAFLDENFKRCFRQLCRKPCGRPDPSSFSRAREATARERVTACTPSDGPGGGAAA
Mot1-301 SUMO = yeast Mot1-301 growth rescue at high temperature, primary screen, SUMOylation pathway inhibitor project, S. cerevisiae, ATP luminescence, 38.5C; S. cerevisiae Mot1-301 growth rescue; percent above DMSO median, 100 means doubled; growth rescue, % at 18.8 µM; 1% of 320,000 active; AID 2716, 2010;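 active = every valid replicate shows activation above 250% relative to neutral control wells; inactive = the rest, any valid replicate at or below 250%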;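 also: OY570 slx delta 5 strain wells were the positive control but not used for scaling; some compounds called inactive have numbers as strong as hits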
AddAB inh = growth inhibition of E. coli expressing H. pylori AddAB, primary screen, AddAB inhibitor project, absorbance | 0.29% of 330,000 active | inhibition, % at 11.9 µM | AID 435030, 2010; in the data active = inhibition above about 12%;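 also: 0% = vehicle wells of infected cells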
PfHsp90 yeast 2 = growth inhibition of PfHsp90-expressing yeast, primary screen, antimalarial PfHsp90 inhibitor project, S. cerevisiae, BacTiter-Glo luminescence, single point, set 2; BacTiter-Glo ATP, 48 h; yeast lacking PDR1 and PDR3 efflux regulators; inhibition, % at 9.4 µM; 0.32% of 310,000 active; AID 504621, 2011;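 active = every replicate shows inhibition above about 80%, whatever the replicate mean, limit read from the data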;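 also: 0% = DMSO neutral controls and 100% = 20 µM radicicol positive controls; yeast relying on Plasmodium falciparum Hsp90 in place of its own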
Ecoli viability = E. coli V3065 growth inhibition, primary screen, counter-screen for AddAB inhibitor project, absorbance, OD600; AID 449728, 2010; 0.27% of 330,000 active; inhibition, % at 11.9 µM; 18 h;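 active = inhibition above the campaign's mean inhibition across all tested compounds plus 3 SD, cut at about 9.9% in these data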;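 also: uninfected addAB+ strain grown without phage in ampicillin broth; 0% = DMSO wells and 100% = ciprofloxacin 0.95 µg/ml wells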
PKA-R1A activ = activators of PKA-R1A holoenzyme, primary screen, biochemical, fluorescence polarization, Cy5-IP20, bovine R1A, mouse PKAc. cAMP-dependent protein kinase type I-alpha regulatory subunit (Bos taurus) + …. PKA-R1A dissociation; scaled: DMSO 0%, 113 µM cGMP 100%. activation, % at 11.4 µM. 0.083% of 340,000 active;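 active = percent activation above the mean of all tested compounds plus 3 SD, cut at about 19% in these data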;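 also: higher means more PKAc released from R1A so a rise in polarization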
HTR5A inv ag = HTR5A inverse agonists in luminescence cell assay, primary screen, counter-screen for OPRM1-OPRD1 heterodimer inverse agonist project, full-deck HTS | HTR5A cell line, inverse agonism | inhibition, % at 9.3 µM | 0.083% of 340,000 active; in the data active = inhibition mostly above about 23%, no sharp cut-off; inactive = mostly below about 18%;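 also: 0% = cells with DMSO and 100% = no-cell wells with DMSO; some compounds called inactive have numbers as strong as hits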
HTR5A ag ctr = HTR5A agonists in luminescence cell assay, primary screen, counter-screen for OPRM1-OPRD1 heterodimer agonist project, full-deck HTS | activation, % at 9.3 µM | 5-hydroxytryptamine receptor 5A (Homo sapiens), P47898 | 0.61% of 340,000 active | cell-based; in the data active = activation mostly above about 9.5%, no sharp cut-off; inactive = mostly below about 7.6%;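 also: 0% = cells with vehicle only and 100% = reference agonist; strong numbers were not always called active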
phage Ecoli inh = growth loss of phage-infected E. coli, primary screen, RecBCD inhibitor project, absorbance, with phage, HTS | inhibition, % at 11.9 µM | 0.26% of 360,000 active; in the data active = inhibition above about 11%
OPRM1-OPRD1 ag = agonists of OPRM1-OPRD1 heterodimerization, primary screen, cell-based, luminescence. 0.3% of 340,000 active. Mu-type opioid receptor (Homo sapiens) + Delta-type opioid receptor (Homo sapiens), …. cells. activation, % at 9.3 µM; in the data active = activation above about 18%;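 also: 0% = vehicle-treated cells and 100% = reference agonist; values of inactives mirror those of a sister screen read the other way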
* hit, by the source's call; · = not tested or not shown.

SMILES | DSG3 Ab inh | MOR-DOR inv ag | Mot1-301 SUMO | AddAB inh | PfHsp90 yeast 2 | Ecoli viability | PKA-R1A activ | HTR5A inv ag | HTR5A ag ctr | phage Ecoli inh | OPRM1-OPRD1 ag
Cc1ccc(NC(=O)CN2C(=O)S/C(=C\c3ccc(OCC(=O)O)c(Br)c3)C2=O)cc1 | 116 | 0 | -15 | -0.5 | -33 | -1.8 | -7 | -5 | 2 | 2.3 | 0.1
CC(C)C(=O)Nc1ccc2c(c1)nc1n2CCSC1 | 98 | 2 | -14 | 2.5 | 8 | 1.5 | 3 | 9 | -4 | 2.0 | -0.4
CCOC(=O)C(C)Oc1cccc2c(=O)n(CC(=O)Nc3cccc(OC)c3)ccc12 (stereo unspecified) | 300 | 6 | 3 | -1.0 | -4 | 1.9 | -2 | -5 | -1 | 2.0 | -1.0
CC1Cn2c(nc(=O)c3c2NCN(CCc2ccccc2)C3)S1 (stereo unspecified) | 118 | 4 | 20 | -0.4 | · | 0.7 | 1 | -2 | 1 | 1.5 | -0.9
COc1ccc(CN(C)C(=O)CNC(=O)c2cccs2)c(OC)c1 | 107 | 18 | 0 | 2.4 | 14 | 1.4 | -6 | -13 | 5 | -0.1 | -4.5
COc1cccc(/C=N/NC(=O)c2c(-c3ccccc3)noc2C)c1OC | 98 | 2 | 3 | 1.5 | 0 | 2.6 | -1 | 13 | 2 | -2.0 | -0.3
CCn1c2ccccc2c2cc(CC(N)=O)ccc21 | 103 | 8 | -16 | 0.2 | 17 | 0.1 | -6 | -11 | 4 | 1.0 | -1.5
C/C(Cn1nc([N+](=O)[O-])cc1C)=N\NC(=O)c1cccc(Br)c1 | 110 | 6 | -4 | 4.5 | 9 | 1.2 | 9 | 13 | -2 | 2.6 | -1.5
Cc1cccc(C(=O)N[C@H](C(=O)Nc2nc(C)cs2)C(C)C)c1 | 109 | 12 | 107 | 3.5 | -2 | 0.0 | -3 | -6 | 0 | 2.4 | -2.2
Cn1cccc1Cc1nnc(SCC(=O)Nc2ccc(F)cc2F)n1-c1ccc(F)cc1 | 115 | -8 | 6 | 3.5 | 6 | 1.8 | -3 | -17 | 6 | 3.0 | 1.5
c1ccc(Nc2nc3ccccc3[nH]2)nc1 | 78 | 13 | 21 | -3.1 | -25 | -4.1 | 5 | -4 | -5 | -1.1 | -2.4
CCc1ccc(NC(=O)c2cnc3n(c2=O)CCS3)cc1 | 100 | 6 | 1 | 2.0 | 21 | 0.7 | -4 | 1 | 0 | 3.0 | -1.2
Clc1ccc(CN2CCCCCC2)cc1Cl | 111 | 11 | 190 | 1.7 | -6 | -1.7 | 1 | -4 | 1 | 0.2 | -2.4
Cc1nnc(NC(=O)C2CC(=O)N(c3ccc4c(c3)OCCO4)C2)s1 (stereo unspecified) | 97 | 12 | 4 | -1.5 | 10 | 0.9 | -6 | 11 | -3 | 1.8 | -2.2
CCN(CC)c1ccc(NC(=S)NC(=O)c2ccco2)cc1 | 118 | -1 | 7 | 4.1 | · | 2.6 | -2 | -6 | 2 | 1.5 | 0.2
Cc1ccc(CC(=O)N2CCN(c3ccccc3F)CC2)cc1 | 103 | 8 | -2 | 1.0 | -16 | 2.3 | 15 | 18 | -2 | 5.4 | -1.1
COC(=O)C(Cc1ccccc1)NC(=O)CCc1c[nH]c2ccccc12 (stereo unspecified) | 96 | 12 | 6 | -0.2 | 20 | -0.9 | -9 | -5 | 2 | 0.9 | -2.8
NS(=O)(=O)c1ccc(N/C=C\C(=O)c2cccc3ccccc23)cc1 | 87 | -23 | 14 | 2.4 | 1 | -1.2 | 4 | 11 | 12 | 3.3 | 4.8
O=[N+]([O-])c1ccc(COc2ccccc2/C=N/O)cc1 | 98 | -16 | · | -1.1 | -5 | -2.6 | -2 | 2 | 0 | 2.9 | 3.2
Cc1ccc(S(=O)(=O)N2CCOCC2)cc1C(=O)N1CCOCC1 | 99 | 11 | 105 | 2.0 | 0 | 0.2 | -4 | 2 | -1 | 2.8 | -2.0
CCc1ccc(C(=O)NCc2cnn(C)c2)s1 | 109 | 3 | -4 | -1.5 | · | -3.2 | -6 | 5 | -2 | 3.0 | -0.6
CCOC(=O)C1CCCN(C2=NC(=O)/C(=C/c3ccc(OC)cc3OC)S2)C1 (stereo unspecified) | 94 | 19 | -1 | · | -4 | · | 0 | -7 | 2 | -0.2 | -4.0
Cc1ccccc1C(=O)Nc1nnc(-c2cccnc2)o1 | · | 10 | -2 | -4.3 | 17 | -0.5 | -1 | 1 | 0 | -0.6 | -2.1
CC(=O)C1=C(C)NC(=O)NC1c1cccc([N+](=O)[O-])c1O (stereo unspecified) | 101 | 12 | -1 | -0.9 | -8 | -0.3 | -1 | 0 | 0 | 3.0 | -2.5
CN(C)c1ccc(/C=N/NC(=O)C(=O)/C=C2\NC3(CCCC3)Cc3ccccc32)cc1 | 114 | 5 | -5 | 2.9 | -19 | 0.3 | -8 | 12 | -5 | 5.0 | -1.0
The list continues:
SMILES | DSG3 Ab inh | MOR-DOR inv ag | Mot1-301 SUMO | AddAB inh | PfHsp90 yeast 2 | Ecoli viability | PKA-R1A activ | HTR5A inv ag | HTR5A ag ctr | phage Ecoli inh | OPRM1-OPRD1 ag
C/C(=N\NC(=O)c1cccnc1)c1nnn(-c2nonc2N)c1C | 97 | 15 | 18 | -2.4 | 10 | 1.7 | -8 | 4 | -1 | 3.0 | -3.0
O=C(NCc1ccccc1)NC1(C(=O)N2CCN3CCCC3C2)CCCCC1 (stereo unspecified) | 99 | 10 | -6 | 1.3 | 1 | 0.6 | -1 | 6 | -1 | 3.4 | -1.8
Cc1ccccc1N=CC1=C(O)c2ccccc2C1=O | 96 | -29 | -29 | 3.4 | 23 | 1.2 | -7 | -8 | 3 | 0.0 | 6.1
O=C(NCc1ccc2c(c1)OCO2)c1cc(-c2ccccn2)nc2ccccc12 | · | 4 | -13 | 1.2 | -28 | 0.5 | -5 | 10 | -4 | 1.4 | -0.9
CCOC(=O)c1sc2nc3c(SCC(=O)O)cc(C(=O)c4cc(F)ccc4O)cn3c(=O)c2c1C | 107 | 12 | -9 | 4.8 | -2 | -0.7 | 6 | -22 | 0 | 0.9 | -2.3
CCc1ccc(-c2cc(C)no2)cc1S(=O)(=O)N1CC(=O)Nc2ccccc21 | 104 | 3 | 5 | 1.6 | -2 | -1.0 | -1 | -4 | 0 | 0.9 | -0.6
Cc1ccc(C(=O)Nc2ccc(S(=O)(=O)Nc3ncccn3)cc2)cc1[N+](=O)[O-] | 118 | 9 | 5 | · | -37 | · | -5 | 3 | -1 | -0.8 | -1.9
NC1=NC(=O)/C(=C/c2cccs2)S1 | · | 12 | -9 | 4.0 | 7 | 1.4 | -4 | 8 | -3 | 4.2 | -2.3
Cc1ccc(OCCNC(=O)c2ccc(C)cc2)cc1 | 102 | 6 | 37 | -0.6 | 5 | 0.9 | 2 | -21 | 6 | -0.2 | -1.3
COc1ccc(C(=O)COC(=O)c2nn(C)c(=O)c3ccccc23)c(OC)c1 | 100 | 9 | -18 | 6.1 | 1 | 2.9 | -3 | 4 | -1 | 1.8 | -2.0
O=C(COc1ccccc1Cl)Nc1cccc(S(=O)(=O)NC2=NCCCCC2)c1 | 103 | 4 | -7 | -0.2 | · | 3.7 | -4 | -5 | 2 | 2.7 | -0.8
CC1CCCC(NC(=O)CN2C(=O)NC(Cc3c[nH]c4ccccc34)C2=O)C1C (stereo unspecified) | 97 | -3 | 8 | 0.8 | -7 | 0.8 | 7 | 20 | -8 | 0.9 | 0.7
CCN(Cc1ccccc1)C(=O)CN1C(=O)c2ccccc2S1(=O)=O | 96 | 5 | 12 | 1.9 | · | -0.3 | 1 | 14 | -4 | 1.9 | -0.9
NC(=O)NCc1ccc(C(=O)OCc2ccncc2)cc1 | 96 | 20 | 6 | 1.1 | -7 | -0.8 | -18 | -16 | -2 | 1.4 | -4.4
C#CCOCCOCCOCCNc1nc(N2CCN(C(=O)[C@H]([C@@H](C)CC)n3cc(CCC(=O)O)nn3)CC2)nc(N2CCN(C(=O)[C@H](CCCCN)n3cc(CC(C)O)nn3)CC2)n1 (stereo partly specified) | 101 | 10 | · | · | -39 | · | -8 | 0 | -2 | 3.1 | -1.8
CCCNC(=O)Cn1cnc2sc(C(=O)N3CCN(Cc4ccc5c(c4)OCO5)CC3)c(C)c2c1=O | 92 | -3 | 5 | 0.0 | 17 | -1.4 | -7 | -2 | 1 | 4.2 | 0.4
C=CCN1C(=O)/C(=N/n2cnnc2)c2ccccc21 | 99 | 46* | 12 | 3.4 | 2 | 1.5 | 1 | -7 | 2 | 0.7 | -8.5
CCn1nnnc1SCC(=O)Nc1nc(C)c(C)s1 | 101 | 4 | 24 | 1.8 | -37 | 0.2 | 2 | -5 | -3 | -1.1 | -0.8
Cc1ccc(C)c(CN2CCC(CNC(=O)Nc3ccc(Cl)cc3)CC2)c1 | · | -12 | -16 | 2.2 | 7 | 0.1 | -4 | -2 | 1 | 4.9 | 2.6

A draw from above in order of length of the SMILES, rising.
SMILES | DSG3 Ab inh | MOR-DOR inv ag | Mot1-301 SUMO | AddAB inh | PfHsp90 yeast 2 | Ecoli viability | PKA-R1A activ | HTR5A inv ag | HTR5A ag ctr | phage Ecoli inh | OPRM1-OPRD1 ag
NC1=NC(=O)/C(=C/c2cccs2)S1 | · | 12 | -9 | 4.0 | 7 | 1.4 | -4 | 8 | -3 | 4.2 | -2.3
CCn1c2ccccc2c2cc(CC(N)=O)ccc21 | 103 | 8 | -16 | 0.2 | 17 | 0.1 | -6 | -11 | 4 | 1.0 | -1.5
Cc1ccccc1C(=O)Nc1nnc(-c2cccnc2)o1 | · | 10 | -2 | -4.3 | 17 | -0.5 | -1 | 1 | 0 | -0.6 | -2.1
O=[N+]([O-])c1ccc(COc2ccccc2/C=N/O)cc1 | 98 | -16 | · | -1.1 | -5 | -2.6 | -2 | 2 | 0 | 2.9 | 3.2
NS(=O)(=O)c1ccc(N/C=C\C(=O)c2cccc3ccccc23)cc1 | 87 | -23 | 14 | 2.4 | 1 | -1.2 | 4 | 11 | 12 | 3.3 | 4.8
O=C(NCc1ccc2c(c1)OCO2)c1cc(-c2ccccn2)nc2ccccc12 | · | 4 | -13 | 1.2 | -28 | 0.5 | -5 | 10 | -4 | 1.4 | -0.9
CC1CCCC(NC(=O)CN2C(=O)NC(Cc3c[nH]c4ccccc34)C2=O)C1C (stereo unspecified) | 97 | -3 | 8 | 0.8 | -7 | 0.8 | 7 | 20 | -8 | 0.9 | 0.7

Rows are unselected; about 3.2% have a hit in one of these screens.
